Compound activity: PubChem, The Scripps Research Institute Molecular Screening Center
FBW7 act = activators of human E3 ligase FBW7; Q969H0; AlphaScreen FBW7–phospho-cyclin E peptide binding, activator screen; normalized activity (activation), % at 26.1 µM; hit rate 0.13% among 650,000; in the data active means normalized activity above about 1.9%;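 further: purified mutant Fbw7 with reduced substrate affinity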
Target sequence (Q969H0 whole entry, looked up): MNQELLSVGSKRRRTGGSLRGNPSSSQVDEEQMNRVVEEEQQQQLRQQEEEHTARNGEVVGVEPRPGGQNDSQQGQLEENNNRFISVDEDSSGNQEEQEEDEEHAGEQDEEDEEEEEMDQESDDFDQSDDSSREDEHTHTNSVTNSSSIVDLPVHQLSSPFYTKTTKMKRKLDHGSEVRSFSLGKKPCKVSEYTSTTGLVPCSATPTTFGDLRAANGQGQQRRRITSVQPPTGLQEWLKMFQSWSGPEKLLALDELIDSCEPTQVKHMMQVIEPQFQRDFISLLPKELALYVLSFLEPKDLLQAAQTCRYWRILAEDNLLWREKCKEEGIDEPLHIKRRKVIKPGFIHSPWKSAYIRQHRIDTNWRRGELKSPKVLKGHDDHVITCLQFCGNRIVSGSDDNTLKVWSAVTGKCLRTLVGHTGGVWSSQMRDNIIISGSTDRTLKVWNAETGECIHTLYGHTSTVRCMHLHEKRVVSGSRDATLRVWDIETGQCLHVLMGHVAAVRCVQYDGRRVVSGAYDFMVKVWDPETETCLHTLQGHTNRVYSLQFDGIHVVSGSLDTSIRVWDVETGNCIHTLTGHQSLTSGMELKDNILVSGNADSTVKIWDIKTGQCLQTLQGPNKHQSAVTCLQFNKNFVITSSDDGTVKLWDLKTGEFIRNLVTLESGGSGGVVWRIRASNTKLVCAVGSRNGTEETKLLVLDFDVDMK
MITF primary = blocks human microphthalmia-associated transcription factor. O75030. AlphaScreen MITF homodimerization, bead proximity signal. inhibition, % at 2.6 µM. hit rate 0.91% among 650,000; in the data active means inhibition above about 50%;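 further: 0% = vehicle wells with protein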
TEAD-YAP inh = TEAD-YAP interaction inhibition; HEK-TIYL cells, TEAD-Gal4/YAP UAS-luciferase luminescence; AID 1259422; inhibition, % at 9.12 µM; hit rate 1.4% among 640,000; in the data active means inhibition above about 32%;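 further: 0% = median of test compound wells and 100% = reference inhibitor wells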
GPR151 activ = human GPR151 activation | Q8TDV0 | PathHunter beta-arrestin GPR151 cells, luminescence | activation, % at 11.2 µM | hit rate 1% among 650,000 | AID 1508602; in the data active means activation above about 4.9%;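 further: 0% = median of compound wells and 100% = cells with positive control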
* = called active by the depositor.

smiles	FBW7 act	MITF primary	TEAD-YAP inh	GPR151 activ
O=[N+]([O-])c1cc(S(=O)(=O)Nc2ccccc2)ccc1-n1nnc2ccccc21	-0.1	2	0	-0.5
O=C1CCCN2N=C(SCc3ccc(F)cc3)SC2=N1	0.3	2	-62	-1.4
COc1ccc(-c2cc(-c3ccccc3)nc(SCc3ccc(C(C)(C)C)cc3)c2C#N)cc1	0.0	8	5	1.5
O=C(CSc1nc2ccccc2c2nc(-c3cccc([N+](=O)[O-])c3)nn12)NCc1ccccc1	-0.1	-17	-3	-0.5
COc1ccc(/C(CCC/C(=N\O)c2ccc(OC)cc2)=N\O)cc1	0.0	-12	7	-0.2
Cn1c(=O)cc(N2CCCCC2)n(Cc2cccc(C(F)(F)F)c2)c1=O	0.0	2	-9	1.0
CC(C)(C)OC(=O)NNC(=S)Nc1cccc2ccccc12	0.2	9	7	-2.1
O=C1NC(CC(=O)N2CCC3(CC2)Nc2ccccc2-n2cccc23)c2ccccc21 (stereo not given)	-0.4	18	-4	1.3
CSc1nc2sc3c(c2c(=O)n1-c1ccc(Br)cc1)CC(C)(C)OC3	-0.1	0	-12	-1.1
CCOC(=O)CCn1c(=O)c2c(nc3n(-c4cc(C)cc(C)c4)c(C)c(C)n23)n(C)c1=O	0.2	10	5	-1.0
NS(=O)(=O)c1ccc(N/N=C/C=C/c2ccccc2)c([N+](=O)[O-])c1	-0.2	2	-8	-0.1
O=C(NCCOc1ccccc1)c1csc(N2CCCC2CO)n1 (stereo not given)	0.0	7	-30	-0.9
CCCCNC(=O)C1CCN(c2c3c(nc4ncnn24)CCC3)CC1	0.0	5	5	-0.5
COc1cccc(N2CCN(CC(=O)Nc3ccccc3Br)CC2)c1	-0.1	8	9	1.4
COc1ccc(S(=O)(=O)N(CCc2ccccc2)CC(=O)Nc2ccccc2OC)cc1	0.4	-2	3	0.3
COc1cccc(CN2CCN(S(=O)(=O)Cc3ccccc3)CC2)c1OC	0.4	43	9	0.7
O=C(CCCN1C(=O)/C(=C\c2ccco2)SC1=S)NC1CCCCC1	-0.1	-2	-1	0.8
CCc1c(C#N)c(N)nc2sc(C(=O)Nc3ccc(Br)cc3)c(N)c12	0.0	6	-8	1.2
C=CCN1CCC2(CC1)CN(C(=O)c1ccc(Br)o1)c1ccccc12	-0.2	12	-11	3.1
O=C(O)c1cc(-c2ccc(/C=C3\SC(=Nc4ccccc4)N(C4CCCCC4)C3=O)o2)ccc1Cl	-0.1	-2	8	0.1
Cc1cccc(CNc2nc(N)n(-c3ccccc3)n2)c1	-0.1	5	-6	2.6
Cc1c(C(=O)Nc2ccc(F)cc2F)cccc1[N+](=O)[O-]	0.0	9	-2	0.5
C=CCN(CC=C)C(=O)c1cc(-c2ccc(C)c(C)c2)nc2ccccc12	0.1	7	7	-0.1
O=C(O)/C=C/C(=O)Nc1ccc([N+](=O)[O-])cc1	-0.1	6	4	4.1
Cc1cccc(CC(=O)Nc2cnn(-c3cccc(C(=O)NCc4ccco4)c3)c2)c1	0.2	2	-40	1.2
CCCCc1ccc(N2C(=O)c3ccccc3NC2c2ccc(C(C)C)cc2)cc1 (stereo not given)	0.7	15	-25	-0.8
Cc1noc(C)c1-c1nc(NCCN2CCOCC2)c2ncn(-c3ccsc3)c2n1	0.3	15	22	-2.7
CCSc1nnc(NC(=O)c2ccc(OC)c([N+](=O)[O-])c2)s1	0.0	10	-7	-0.8
COc1ccc(-c2nc(C(=O)NCc3ccccc3)cs2)cn1	-0.2	8	-4	-0.9
CCOC(=O)C1=C(C)N=c2s/c(=C\c3cccs3)c(=O)n2C1c1c(OC)ccc2ccccc12 (stereo not given)	0.1	6	-4	0.8
CCn1cc(-c2nc(-c3ccc(SC)cc3)no2)c(=O)c2cc(F)ccc21	0.1	11	-4	-0.4
N#Cc1ccc(NC(=O)C(=O)NCc2cccnc2)cc1	0.0	-17	7	0.1
Cc1cc2nc3s/c(=C/c4ccc5c(c4)OCO5)c(=O)n3c2cc1C	0.0	-5	1	-0.4
Cn1nc(C(F)(F)F)c(/C=N/NC(=O)NC23CC4CC(CC(C4)C2)C3)c1Cl	0.1	12	2	0.4
O=C(CSc1nnc2sc3ccccc3n12)NC1CCCCC1	0.0	8	-24	0.7
O=c1oc2c(-c3cc(Cl)cc(Cl)c3)cc(O)cc2s1	-0.1	-2	14	2.1
COC(=O)c1cc(NC(=O)CSc2nc3[nH]ncc3c(=O)n2-c2ccc(Cl)cc2)cc(C(=O)OC)c1	-0.1	-15	3	-0.4
CCCSc1cc(N)cc([N+](=O)[O-])c1	0.5	8	-9	-0.6
CC(=O)Nc1ccc(S(=O)(=O)N2CCCC(C(F)(F)F)C2)cc1 (stereo not given)	0.0	-18	1	1.2
CC(=NCCc1ccccc1)C1=C(O)CCC1=O	0.1	8	4	0.0
CCOC(=O)c1c(NC(=O)C2CCCO2)sc(C(N)=O)c1C (stereo not given)	0.0	0	6	-0.3
CCOc1ccc(-n2c(SCC(=O)N3CCCCCC3)nc3c(c2=O)SCC3)cc1	0.7	18	7	-0.5
C/C(=N\NC(=O)c1cc2ccccc2cc1O)c1ccc(I)cc1	0.0	1	12	-1.6
COC(=O)C1=CN(CC2CCCO2)C=C(C(=O)OC)C1c1ccc2c(c1)OCO2 (stereo not given)	0.0	5	4	-0.2
COC(=O)c1ccc(C(=O)Nc2ccc(-c3nc4c(C)cccc4[nH]3)cc2)cc1	-0.1	4	-10	-1.2
CCCN1CCN(c2ncnc3scc(-c4ccccc4)c23)CC1	-0.1	1	-28	0.9
NC(=O)c1ccc(NC(=O)COC(=O)CCCOc2ccccc2)cc1	0.1	-14	7	0.4
O=C(c1cc(Cl)ccc1Cl)N1CCCCC1	0.6	16	15	1.6
O=C(COc1ccc(Cl)cc1)Nc1nc(CN2CCc3ccccc3C2)cs1	0.5	12	3	-1.1
CCc1c(C)sc2ncn(C3CCN(Cc4cccnc4)CC3)c(=O)c12	-0.1	4	-7	-0.4
CCC(NC(=O)c1ccccc1NC(=O)c1ccccc1)C(=O)O (stereo not given)	-0.1	16	8	-1.9
CC(C)(C)c1cc(NS(=O)(=O)c2ccc3c(c2)OCCO3)on1	0.1	-5	4	2.6
COc1cccc(/C=C/c2ccc3cccc(OCc4ccccc4)c3n2)c1O	0.2	0	-14	-1.4
Cc1cc(C(=O)N/N=C/c2ccc(O)c(O)c2)n[nH]1	-0.2	17	10	-0.7
O=C(/C=C/c1ccc(F)cc1)NCCc1ccc(S(=O)(=O)N2CCCC2)cc1	0.4	8	-2	-1.4
COc1ccc(-n2c(=O)[nH]c3nc(-c4cccc(OC)c4)cnc32)cc1	0.5	17	5	-1.4
CC(C)N(C)Cc1nnnn1CC(=O)N(C)Cc1cccc(Cl)c1	0.0	-1	-7	0.4
COc1ccccc1CN(CC(=O)NC(C)(C)C)C(=O)c1csnn1	-0.1	8	2	-1.7
COc1cc(OC)c(OC)cc1/C=C1/C(=O)NC(=O)N(c2ccc(Cl)cc2)C1=O	0.0	15	15	1.6
CC1CCC(NC(=O)C(=O)Nc2ccc(F)cc2F)CC1 (stereo not given)	-0.2	-9	-34	0.6

Going on with the list:
smiles	FBW7 act	MITF primary	TEAD-YAP inh	GPR151 activ
CCCOC(=O)c1ccc(-n2nnnc2SCC(=O)Nc2ccccc2C(=O)OC)cc1	-0.1	3	-13	-1.1
COC(=O)c1ccc(C2Nc3ccccc3C3C=CCC32)cc1 (stereo not given)	-0.3	6	-14	0.9
O=C(c1cc(-c2ccccc2)nc2ccccc12)N1CCN(Cc2ccc3c(c2)OCO3)CC1	-0.3	-2	4	1.6
COCCn1c(C)nnc1SCc1ccccc1C#N	0.0	12	1	0.9
COc1ccccc1-c1cnc2c(Nc3cc(OC)c(OC)c(OC)c3)nccn12	0.0	15	1	0.3
Cc1ccccc1-n1c(=S)sc2c(=O)n(-c3ccccc3)c(SCC(=O)Nc3ccccc3C(F)(F)F)nc21	0.1	15	-9	0.6
CCC[C@@H]1NC(=O)[C@H]2CN(S(=O)(=O)c3ccccc3F)CCN2C1=O	0.1	20	9	-0.1
CCc1cccc(C)c1NC(=S)N(Cc1ccc(F)cc1)C1CCCCC1	-0.1	-4	-6	-1.5
N#Cc1ccccc1NC(=O)CN1CCN(c2ccccc2)CC1	-0.1	0	3	0.6
COc1cccc(-c2cc(CNC(=O)c3ccc4c(c3)OCO4)no2)c1	0.2	51*	3	1.1
Oc1cccc(/C=C/c2ccc3cccc(OCc4ccccc4)c3n2)c1	0.1	7	-12	-0.7
CCc1cc2ccc(OC)cc2nc1SCC(N)=O	0.0	5	-3	3.1
COc1ccccc1OCCOCCN(C)CCO	0.0	-2	8	-0.2
O=C(CC(=O)Nc1cccc(Cl)c1)N/N=C\c1ccc(Cl)cc1	0.3	-1	5	0.4
O=C(CN1CCC(NC(=O)c2ccccc2Br)CC1)NCc1ccco1	-0.1	2	3	-1.2
O=C(Nc1ccc(Cl)c(Cl)c1)c1cc(Cl)ccc1NS(=O)(=O)c1cccc2nsnc12	-0.1	-6	-7	1.1
CN(CCc1ccccn1)C(=O)c1ccc2c(=O)n(Cc3ccc4c(c3)OCO4)c(=S)[nH]c2c1	-0.1	3	8	0.3
O=C(NC1CCCC1)c1ccccc1NS(=O)(=O)c1ccccc1	-0.1	-6	7	2.5
CC(=O)c1ccc(N/C=C\C(=O)c2ccc(F)cc2)cc1	0.1	15	-5	-1.6
CC1(C)Cc2c(C#N)c(SCc3ccccc3)nc(N3CCOCC3)c2CO1	0.3	1	-2	-0.7
CC(C)(CN1CCCCC1)NS(=O)(=O)c1cccs1	0.5	14	-1	1.4
C=CCN1C(=O)S/C(=C/c2cc(Br)cc(OC)c2OC)C1=O	0.8	17	15	-0.9
COc1cccc(OCC(O)CNC(=O)c2cc(Cc3ccccc3)no2)c1 (stereo not given)	0.1	-6	-30	1.8
COc1ccc(NC(=O)CSc2cn(CC(=O)N3CC(C)OC(C)C3)c3ccccc23)c(OC)c1 (stereo not given)	0.1	9	9	-0.4
CC(=O)c1cc(CN2CCCC(CCC(=O)N3CCN(c4ccccn4)CC3)C2)cs1 (stereo not given)	0.1	4	13	0.0
CC(C)CC(C(=O)Nc1ccc(F)cc1)N1Cc2ccccc2C1=O (stereo not given)	0.1	-17	5	-0.3
C/C(=N\NC(=O)c1nnn(-c2nonc2N)c1C)c1cccnc1	0.1	5	12	1.0
NC(=S)Nc1ccc(F)c2cn[nH]c12	-0.1	2	-1	1.4
CCC(C)c1ccc(NC(=O)C2C3C=CC(O3)C2C(=O)O)cc1 (stereo not given)	0.1	-9	2	-0.2
CC(=O)c1ccc(NC(=O)c2cc(Cl)ccc2Cl)cc1	0.3	3	-15	-0.7
COc1ccc(-c2nc(C(N)=O)c3[nH]c(=O)n(-c4cccc(C)c4)c3n2)cc1OC	0.1	-4	1	-0.7
CCOC(=O)c1cnc2c(C)cccc2c1Nc1ccc(N(CC)CC)cc1	0.0	7	-3	-1.2
CCOC(=O)c1cnc2c(OC)cccc2c1N1CCN(c2ccccc2OC)CC1	-0.3	1	-7	-1.2

Not a retest: an excerpt of the list.
smiles	FBW7 act	MITF primary	TEAD-YAP inh	GPR151 activ
NC(=S)Nc1ccc(F)c2cn[nH]c12	-0.1	2	-1	1.4
CCC(C)c1ccc(NC(=O)C2C3C=CC(O3)C2C(=O)O)cc1 (stereo not given)	0.1	-9	2	-0.2
CC(=O)c1ccc(NC(=O)c2cc(Cl)ccc2Cl)cc1	0.3	3	-15	-0.7
COc1ccc(-c2nc(C(N)=O)c3[nH]c(=O)n(-c4cccc(C)c4)c3n2)cc1OC	0.1	-4	1	-0.7
CCOC(=O)c1cnc2c(C)cccc2c1Nc1ccc(N(CC)CC)cc1	0.0	7	-3	-1.2
CCOC(=O)c1cnc2c(OC)cccc2c1N1CCN(c2ccccc2OC)CC1	-0.3	1	-7	-1.2

Rows are unselected, and some 3.4% of all compounds hit somewhere here.
